PKA-R1A act: PKA-R1A complex activation; P00514+P68181; PKA-R1A dissociation, Cy5-IP20 fluorescence polarization; scaled: DMSO 0%, 113 µM cGMP 100%; activation, % at 11.4 µM; 340,000 compounds, 0.083% hits;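 active = percent activation above the mean of all tested compounds plus 3 SD, cut at about 19% in these data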;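 also: higher means more PKAc released from R1A so a rise in polarization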
MOR-DOR ag: OPRM1-OPRD1 heterodimerization agonism; AID 504326; activation, % at 9.3 µM; P35372+P41143; cells, luminescence; 340,000 compounds, 0.3% hits; in the data active = activation above about 18%;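 also: 0% = vehicle-treated cells and 100% = reference agonist; values of inactives mirror those of a sister screen read the other way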
Target sequence (P35372 whole entry, looked up): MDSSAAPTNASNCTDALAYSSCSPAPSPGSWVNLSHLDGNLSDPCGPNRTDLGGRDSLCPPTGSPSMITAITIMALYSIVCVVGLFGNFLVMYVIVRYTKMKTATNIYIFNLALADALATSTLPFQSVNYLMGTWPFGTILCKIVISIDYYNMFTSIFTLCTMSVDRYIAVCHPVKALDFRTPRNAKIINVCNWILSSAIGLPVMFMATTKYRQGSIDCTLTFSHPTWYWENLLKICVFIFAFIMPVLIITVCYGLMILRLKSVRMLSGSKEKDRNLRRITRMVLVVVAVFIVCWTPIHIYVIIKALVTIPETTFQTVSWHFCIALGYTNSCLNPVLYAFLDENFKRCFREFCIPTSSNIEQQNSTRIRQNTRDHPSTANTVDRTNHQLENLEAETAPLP
Target sequence (P41143 whole entry, looked up): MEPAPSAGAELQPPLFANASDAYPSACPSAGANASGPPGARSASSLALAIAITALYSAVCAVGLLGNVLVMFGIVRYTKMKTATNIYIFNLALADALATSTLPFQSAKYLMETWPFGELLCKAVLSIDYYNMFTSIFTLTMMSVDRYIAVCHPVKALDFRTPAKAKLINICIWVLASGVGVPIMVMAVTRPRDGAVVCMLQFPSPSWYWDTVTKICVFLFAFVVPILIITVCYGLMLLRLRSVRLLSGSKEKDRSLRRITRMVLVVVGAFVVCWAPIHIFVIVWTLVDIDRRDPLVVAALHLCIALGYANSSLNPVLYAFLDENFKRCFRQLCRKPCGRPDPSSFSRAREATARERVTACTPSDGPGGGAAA
PfHsp90 yeast 2: inhibits growth of yeast expressing Plasmodium falciparum Hsp90; S. cerevisiae expressing PfHsp90, BacTiter-Glo ATP, 48 h; yeast lacking PDR1 and PDR3 efflux regulators; inhibition, % at 9.4 µM; 310,000 compounds, 0.32% hits; AID 504621;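 active = every replicate shows inhibition above about 80%, whatever the replicate mean, limit read from the data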;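 also: 0% = DMSO neutral controls and 100% = 20 µM radicicol positive controls; yeast relying on Plasmodium falciparum Hsp90 in place of its own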
Tat transport: inhibitors of E. coli Tat protein transport; inhibition, % at 10 µM; 340,000 compounds, 0.036% hits; E. coli MC4100 TorA-mCherry Tat export, fluorescence;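 active = mean replicate inhibition at least 50% and at least half of replicates individually reaching 50%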;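 also: exported cargo escapes ClpAP degradation while cytoplasmic cargo is degraded and loses fluorescence; 0% = median of neutral control wells and 100% = median of NaSCN control wells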
SUMO Mot1 rescue: blocks SUMOylation pathway, rescuing yeast Mot1-301 growth; S. cerevisiae Mot1-301 growth rescue, ATP luminescence, 38.5C; percent above DMSO median, 100 means doubled; growth rescue, % at 18.8 µM; 320,000 compounds, 1% hits; AID 2716;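 active = every valid replicate shows activation above 250% relative to neutral control wells; inactive = the rest, any valid replicate at or below 250%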;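 also: OY570 slx delta 5 strain wells were the positive control but not used for scaling; some compounds called inactive have numbers as strong as hits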
PKA-R2B act: PKA-R2B complex activation | 340,000 compounds, 0.079% hits | activation, % at 11.4 µM | PKA-R2B holoenzyme dissociation, Cy5-IP20 fluorescence polarization; R2B truncated from residue 108, S112A mutant; 0% DMSO only, 100% 113 µM cGMP | P22694+P31323;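 active = activation above a cutoff set at the mean over all compounds plus 3 SD, cut at about 18% in these data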;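 also: higher means more holoenzyme dissociation and a rise in polarization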
HTR5A inv ag: counter-screen for OPRM1-OPRD1 inverse agonists: human HTR5A inverse agonism | P47898 | HTR5A cell line, luminescence | inhibition, % at 9.3 µM | 340,000 compounds, 0.083% hits; in the data active = inhibition mostly above about 23%, no sharp cut-off; inactive = mostly below about 18%;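 also: 0% = cells with DMSO and 100% = no-cell wells with DMSO; some compounds called inactive have numbers as strong as hits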
E coli growth: counter-screen for AddAB inhibitors: E. coli growth inhibition; 330,000 compounds, 0.27% hits; inhibition, % at 11.9 µM; E. coli V3065 growth, OD600 absorbance, 18 h; AID 449728;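 active = inhibition above the campaign's mean inhibition across all tested compounds plus 3 SD, cut at about 9.9% in these data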;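 also: uninfected addAB+ strain grown without phage in ampicillin broth; 0% = DMSO wells and 100% = ciprofloxacin 0.95 µg/ml wells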
AddAB inh: less growth of phage-infected E. coli with AddAB | E. coli expressing H. pylori AddAB, absorbance growth | inhibition, % at 11.9 µM | 330,000 compounds, 0.29% hits | AID 435030; in the data active = inhibition above about 12%;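 also: 0% = vehicle wells of infected cells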
phage Ecoli inh: E. coli growth loss with phage present | growth absorbance | inhibition, % at 11.9 µM | 360,000 compounds, 0.26% hits; in the data active = inhibition above about 11%
OPRM1-OPRD1 inv: inverse agonist of human OPRM1-OPRD1 heterodimerization; 340,000 compounds, 0.21% hits; AID 504357; cell-based MOR-DOR heterodimer luminescence, inverse agonism; P35372+P41143; inhibition, % at 9.3 µM; in the data active = inhibition above about 22%, passing the limit was not always enough;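 also: 0% = cells with DMSO and 100% = wells without cells with DMSO; values of inactives mirror those of a sister screen read the other way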
* marks the source's active call; other numbers are inactive results; · = no result given.

Start of the data: the first four entries, to show the layout:
no.	canonical_smiles	PKA-R1A act	MOR-DOR ag	PfHsp90 yeast 2	Tat transport	SUMO Mot1 rescue	PKA-R2B act
1	C/C(=N\NC(=O)c1cc2ccccc2cc1O)c1ccc2c(c1)OCO2	-7	-2.9	5	2	-12	7
2	O=C(c1ccco1)N1CCN(c2ncnc3c(-c4ccc(Cl)cc4)nsc23)CC1	14	-2.0	17	2	-11	10
3	CCCCCCCc1nc2c(=O)n(C)c3ccccc3c2o1	-9	0.5	·	2	10	-7
4	CCCCC(=O)Nc1ccc(Br)cc1C(=O)O	-11	-0.7	-8	0	3	2

no.	HTR5A inv ag	E coli growth	AddAB inh	phage Ecoli inh	OPRM1-OPRD1 inv
1	10	1.5	3.7	2.2	14
2	10	0.9	3.0	·	11
3	-3	-0.8	0.0	2.5	-3
4	4	-0.8	1.5	-1.9	4

The listing, repeating the preview:
no.	canonical_smiles	PKA-R1A act	MOR-DOR ag	PfHsp90 yeast 2	Tat transport	SUMO Mot1 rescue	PKA-R2B act
1	C/C(=N\NC(=O)c1cc2ccccc2cc1O)c1ccc2c(c1)OCO2	-7	-2.9	5	2	-12	7
2	O=C(c1ccco1)N1CCN(c2ncnc3c(-c4ccc(Cl)cc4)nsc23)CC1	14	-2.0	17	2	-11	10
3	CCCCCCCc1nc2c(=O)n(C)c3ccccc3c2o1	-9	0.5	·	2	10	-7
4	CCCCC(=O)Nc1ccc(Br)cc1C(=O)O	-11	-0.7	-8	0	3	2
5	CC(C)(C)C1CCC(C(=O)Nc2nccs2)CC1 (stereo not drawn)	10	0.6	8	-2	-10	1
6	CN(CC(=O)Nc1ccc(Cl)c(C(F)(F)F)c1)C(=O)C1CC(=O)N(Cc2ccco2)C1 (stereo not drawn)	-9	-2.5	-15	5	-11	-10
7	O=C(C1CCCN(Cc2ccccc2[N+](=O)[O-])C1)N1CCCC1 (stereo not drawn)	0	-0.6	-14	11	-2	2
8	Cc1c(C(=O)N2CCCC2)c(S(=O)(=O)Nc2ccccc2Cl)c(C)n1C	-6	-2.6	18	-3	34	3
9	CNC(=O)COc1ccc(C=O)cc1OC	-2	-0.6	30	2	162	-11
10	CCOC(=O)/C(C#N)=C\C1=C(N2CCOCC2)CC(C)(C)OC1	-4	-0.9	17	-2	143	8

no.	HTR5A inv ag	E coli growth	AddAB inh	phage Ecoli inh	OPRM1-OPRD1 inv
1	10	1.5	3.7	2.2	14
2	10	0.9	3.0	·	11
3	-3	-0.8	0.0	2.5	-3
4	4	-0.8	1.5	-1.9	4
5	-5	-1.5	1.2	1.5	-3
6	-2	0.4	-0.9	0.7	16
7	0	·	·	1.7	3
8	-3	-2.2	0.8	2.6	14
9	-8	-1.2	0.8	1.2	4
10	18	2.7	5.2	2.6	5

Carrying on:
no.	canonical_smiles	PKA-R1A act	MOR-DOR ag	PfHsp90 yeast 2	Tat transport	SUMO Mot1 rescue	PKA-R2B act
11	CC1(/[N+]([O-])=C/c2cccc(Cl)c2)CCCCC1=O (stereo not drawn)	6	-0.3	-8	-5	-10	3
12	N/C(=N\OC(=O)Nc1ccccc1)c1ccno1	·	·	17	-8	5	·
13	COc1ccc(OCC(=O)C2CC2)c(C#N)c1	-2	1.7	14	-8	-3	5
14	CCC(=O)c1cc2c(C)cc(=O)oc2c(C)c1OC(C)=O	-12	0.2	-10	3	-23	-9
15	CN(C)CCCN(C(=O)c1ccco1)c1nc2ccc(F)cc2s1	-7	-3.1	-10	-7	-17	-4
16	Cc1cc(C)c(/C([O-])=C(/C(=S)Nc2ccc(SC(F)F)cc2)[n+]2ccccc2)cc1C	-4	-0.2	-5	-4	153	-3
17	C[C@H](CO)N1C[C@H](C)[C@@H](CN(C)Cc2ccncc2)Oc2c(NC(=O)C3CC3)cccc2C1=O	-6	-2.1	-2	-2	14	-1
18	CC(C)Cn1c(-c2ccc(Br)o2)n[nH]c1=S	1	2.5	14	0	-20	1
19	O=C(COc1ccc2c(-c3ccccc3)cc(=O)oc2c1)NCc1cccs1	0	0.0	21	-12	-12	3
20	CCN1Cc2c(/C=C/c3ccccc3)nc3ccc(OC)cc3c2N(c2cccc(Cl)c2)C1	-2	1.7	0	-2	3	8

no.	HTR5A inv ag	E coli growth	AddAB inh	phage Ecoli inh	OPRM1-OPRD1 inv
11	4	0.2	-1.9	1.2	1
12	·	-1.2	-1.8	1.1	·
13	-31	0.7	0.1	2.8	-9
14	-17	-2.3	-1.5	3.2	-1
15	-13	-1.7	-2.3	3.0	16
16	5	1.7	1.6	5.5	1
17	-15	0.6	5.4	1.0	12
18	-5	1.8	1.8	5.1	-13
19	6	2.6	2.9	0.8	0
20	-14	-4.0	-0.1	0.5	-10

Continuation.
no.	canonical_smiles	PKA-R1A act	MOR-DOR ag	PfHsp90 yeast 2	Tat transport	SUMO Mot1 rescue	PKA-R2B act
21	Cc1ccc(C(=O)NC2CC(C)(C)NC(C)(C)C2)cc1Cl	3	-3.7	-7	2	5	6
22	COc1ccc(OC)c(C(c2nnnn2Cc2ccccc2)N2CCC(C(N)=O)CC2)c1 (stereo not drawn)	-3	-3.4	-15	8	-16	-20
23	CCn1c(CCNC(=O)c2ccccc2Cl)n[nH]c1=S	-7	-1.8	-30	-4	411	0
24	Cc1ccc(SCC(=O)NC(=O)NCc2ccco2)c(C)c1	2	-2.3	-29	0	-9	-7
25	COc1ccc(NC(=O)CSCC(=O)Nc2nnc(C)s2)cc1	-9	1.1	5	4	20	-9
26	COc1cccc(N2CCN(S(=O)(=O)c3ccc4c(c3)N(C(C)=O)CCO4)CC2)c1	-3	-1.0	-1	-1	11	-1
27	O=[N+]([O-])c1ccc(N2CCN(S(=O)(=O)c3ccccc3)CC2)c2cccnc12	-9	-2.8	19	2	-10	-7
28	CCOc1ccc(CCNC(=O)COC(=O)Cn2cnc3ccccc3c2=O)cc1OCC	-5	-0.3	-8	4	-12	-5
29	COc1ccc(C)cc1S(=O)(=O)N1CCCC(C(=O)N2CCN(c3ccccc3F)CC2)C1 (stereo not drawn)	-16	-0.1	-2	6	-9	-2
30	Cc1cccc(OCc2nc(C)cc(=O)[nH]2)c1	9	-2.5	7	7	·	-7

no.	HTR5A inv ag	E coli growth	AddAB inh	phage Ecoli inh	OPRM1-OPRD1 inv
21	-2	0.3	0.8	-0.2	18
22	-1	0.7	1.5	2.1	14
23	10	-0.2	-0.3	2.4	10
24	-12	-0.8	-1.0	3.1	12
25	-8	-0.6	-1.5	1.0	-8
26	-4	-2.9	4.2	-1.6	5
27	7	3.1	1.6	4.1	14
28	1	-1.4	-1.7	2.2	2
29	0	-0.2	-0.1	0.9	1
30	-8	·	·	-0.9	11

New compounds follow:
no.	canonical_smiles	PKA-R1A act	MOR-DOR ag	PfHsp90 yeast 2	Tat transport	SUMO Mot1 rescue	PKA-R2B act
31	CC(=O)c1ccc(Oc2nc(-c3cccnc3)nc3ccccc23)cc1	-9	-1.6	-34	-10	63	8
32	CCN(C(=O)COC(=O)c1cc(C)oc1C)c1c(N)n(Cc2ccccc2)c(=O)[nH]c1=O	-12	-4.4	-8	3	15	-11
33	C=CCC(NCc1ccco1)c1ccc(OC)c(OC)c1 (stereo not drawn)	-3	-0.7	15	7	·	4
34	O=C(c1ccccc1-c1nc2ccccc2[nH]1)N1CCCCC1	-4	-1.8	1	2	117	2
35	CC(=O)Cc1nsc(NC(=O)c2ccc(-c3cccc(Cl)c3)o2)n1	-10	-2.9	-28	2	-9	-8
36	COc1ccc2[nH]c3c(c2c1)CCNC3C1CC=C(C)CC1 (stereo not drawn)	-6	1.3	-2	0	-10	-2
37	CCCCn1c(N)c(N(CCC(C)C)C(=O)CN2C(=O)C3CCCCC3C2=O)c(=O)[nH]c1=O (stereo not drawn)	-1	1.0	-1	-5	0	-4
38	NC(=O)c1nc(-c2ccccc2)c(-c2ccccc2)[nH]c1=O	4	-3.0	8	1	-7	1
39	Cc1ccc(-n2c(C)cc(/C=N/Nc3ccc([N+](=O)[O-])cn3)c2C)cc1	-3	1.0	-16	-4	-9	-2
40	CC(=O)C1=C(O)C(=O)N(c2ccc(O)cc2)C1c1cccc(F)c1 (stereo not drawn)	-6	-0.3	-7	-11	-3	-5

no.	HTR5A inv ag	E coli growth	AddAB inh	phage Ecoli inh	OPRM1-OPRD1 inv
31	10	1.5	-0.1	4.3	9
32	-16	0.5	-1.2	4.4	18
33	-6	2.1	4.2	1.4	3
34	14	3.9	2.6	2.1	8
35	-16	-1.2	0.3	3.0	15
36	-51	2.9	0.7	3.2	-7
37	-12	1.0	0.1	1.2	-4
38	5	-2.4	-0.5	1.4	16
39	-26	-0.8	-0.8	1.2	-6
40	1	-0.3	2.7	1.5	1

Following part
no.	canonical_smiles	PKA-R1A act	MOR-DOR ag	PfHsp90 yeast 2	Tat transport	SUMO Mot1 rescue	PKA-R2B act
41	Cc1ccc(C(=O)Nc2nccc(-c3cccs3)n2)cc1	2	-1.1	·	5	-7	6
42	COc1ccc(C[C@H]2CN3C(=NC[C@@H]3Cc3ccc(O)cc3)N2C[C@H](C)NC(=O)c2ccc(C)c(Br)c2)cc1	-6	13	-13	-1	-8	-9
43	CC1CCN(C(C(=O)Nc2ccc(C(C)C)cc2)c2ccc3c(c2)OCO3)CC1 (stereo not drawn)	-7	4.4	4	11	-13	3
44	COc1ccc(C(CNC(=O)c2[nH]c(C)c(C(C)=O)c2C)N2CCOCC2)cc1 (stereo not drawn)	-4	-4.8	·	-3	43	4
45	c1ccc2c(c1)NC1(CCCCCC1)n1c-2nc2ccccc21	-9	-2.9	-16	-2	8	-7

no.	HTR5A inv ag	E coli growth	AddAB inh	phage Ecoli inh	OPRM1-OPRD1 inv
41	-14	1.8	1.2	3.7	5
42	-60	4.7	4.4	·	-58
43	-7	-1.9	1.6	0.7	-26
44	11	-0.3	2.3	1.0	19
45	5	-3.6	1.2	1.2	15

Assay outcomes as filed in PubChem.

No enrichment for hits. About 2.2% of those tested had a hit in this group.
